# Screening data from PubChem.
# PKA-R2B act – activates the human PKA-R2B holoenzyme complex. P22694+P31323. PKA-R2B holoenzyme dissociation, Cy5-IP20 fluorescence polarization; R2B truncated from residue 108, S112A mutant; 0% DMSO only, 100% 113 µM cGMP. activation, % at 11.4 µM. hit rate 0.079% among 340,000. AID 504700;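 active = activation above a cutoff set at the mean over all compounds plus 3 SD, cut at about 18% in these data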;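 note: higher means more holoenzyme dissociation and a rise in polarization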
# Target sequence (P31323 whole entry, looked up, other chains not shown, the tested form may be a part): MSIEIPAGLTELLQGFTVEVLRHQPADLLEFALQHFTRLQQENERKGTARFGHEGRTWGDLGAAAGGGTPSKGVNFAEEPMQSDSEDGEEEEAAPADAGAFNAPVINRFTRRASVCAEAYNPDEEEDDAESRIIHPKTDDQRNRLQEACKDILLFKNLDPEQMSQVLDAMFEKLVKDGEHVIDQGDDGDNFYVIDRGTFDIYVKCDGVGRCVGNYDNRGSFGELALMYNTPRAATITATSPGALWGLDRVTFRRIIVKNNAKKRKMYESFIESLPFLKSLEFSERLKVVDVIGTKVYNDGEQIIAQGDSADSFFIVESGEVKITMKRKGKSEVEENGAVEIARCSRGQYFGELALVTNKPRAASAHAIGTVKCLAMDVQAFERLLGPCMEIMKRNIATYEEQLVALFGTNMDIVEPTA
# OPRM1-OPRD1 inv – inverse agonist of human OPRM1-OPRD1 heterodimerization; inhibition, % at 9.3 µM; cell-based MOR-DOR heterodimer luminescence, inverse agonism; AID 504357; hit rate 0.21% among 340,000; in the data active = inhibition above about 22%, passing the limit was not always enough;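 note: 0% = cells with DMSO and 100% = wells without cells with DMSO; values of inactives mirror those of a sister screen read the other way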
# V-ATPase pH – regulators of yeast V-ATPase proton transport. S. cerevisiae, pHLuorin cytosolic pH fluorescence. response, % at 10 µM. hit rate 0.37% among 350,000; in the data active = response mostly above about 7.3%, no sharp cut-off; inactive = mostly below about 5.4%; note: actives read high; inactives centre near 0; some compounds called inactive have numbers as strong as hits; reference of the scale not given here
# PKA-R1A act – PKA-R1A complex activation; P00514+P68181; activation, % at 11.4 µM; hit rate 0.083% among 340,000; AID 504707; PKA-R1A dissociation, Cy5-IP20 fluorescence polarization; scaled: DMSO 0%, 113 µM cGMP 100%;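 active = percent activation above the mean of all tested compounds plus 3 SD, cut at about 19% in these data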;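 note: higher means more PKAc released from R1A so a rise in polarization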
# HTR5A ag – HTR5A agonism, opioid heterodimer counter-screen. hit rate 0.61% among 340,000. AID 504692. HTR5A agonist assay, luminescence, cell-based. activation, % at 9.3 µM. P47898; in the data active = activation mostly above about 9.5%, no sharp cut-off; inactive = mostly below about 7.6%;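 note: 0% = cells with vehicle only and 100% = reference agonist; strong numbers were not always called active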
# Target sequence (P47898 whole entry, looked up): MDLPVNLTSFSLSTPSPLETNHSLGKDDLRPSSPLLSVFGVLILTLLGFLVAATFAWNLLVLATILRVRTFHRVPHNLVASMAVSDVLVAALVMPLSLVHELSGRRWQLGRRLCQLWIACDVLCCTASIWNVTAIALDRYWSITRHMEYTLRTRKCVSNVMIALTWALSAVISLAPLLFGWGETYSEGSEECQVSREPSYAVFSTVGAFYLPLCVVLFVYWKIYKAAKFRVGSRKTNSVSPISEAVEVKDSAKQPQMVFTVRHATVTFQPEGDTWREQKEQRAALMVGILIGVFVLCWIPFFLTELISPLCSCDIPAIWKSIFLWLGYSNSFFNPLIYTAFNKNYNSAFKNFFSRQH
# HTR5A inv ctr – HTR5A inverse agonism, opioid heterodimer counter-screen | AID 504634 | hit rate 0.083% among 340,000 | inhibition, % at 9.3 µM | P47898 | HTR5A cell line, luminescence; in the data active = inhibition mostly above about 23%, no sharp cut-off; inactive = mostly below about 18%;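 note: 0% = cells with DMSO and 100% = no-cell wells with DMSO; some compounds called inactive have numbers as strong as hits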
# DSG3 Ab inh – inhibitors of pemphigus antibody binding to human desmoglein-3; binding (percent of control), % at 10 µM; DSG3-coupled beads, scFv-anti-DSG3-GFP binding, flow cytometry; hits give low values; hit rate 0.48% among 310,000; P32926; AID 588358;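 active = binding more than 3 SD below its plate's average and above zero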;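 note: hits lower antibody fragment binding to DSG3; some compounds called inactive have numbers as strong as hits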
# Arrestin-AP2 inh – blocks beta-arrestin peptide binding to AP2 adaptin. AID 504490. FITC-arrestin peptide / GST-AP2 beads, flow cytometry; AP2 beta2 appendage carries R879A mutation. inhibition, % at 10 µM. hit rate 0.31% among 340,000;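 active = inhibition above a set limit, near 3 SD of compounds lacking own fluorescence, cut at about 54% in these data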;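 note: plate controls were DMSO wells for no effect and 5 µM unlabelled arrestin peptide for full effect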
#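 Material – AP2 appendage R879A on GSH beads · Buffer or medium – PBS with 0.05% Tween 20 and 0.1% BSA · Probe or stimulus – fluorescein-tagged arrestin peptide at 50 nM final · Incubation – compound with beads 12 min RT, then probe 1 h RT · Detection – high-throughput flow cytometry of beads, ex 488, em 535 nm · Evaluation – percent response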
# MOR-DOR ag – agonists of human mu-delta opioid receptor heterodimerization | activation, % at 9.3 µM | cells, OPRM1-OPRD1 heterodimerization, luminescence | hit rate 0.3% among 340,000; in the data active = activation above about 18%;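 note: 0% = vehicle-treated cells and 100% = reference agonist; values of inactives mirror those of a sister screen read the other way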
# DAGLB inh – blocks human DAGLB lipase activity | Q8NCG7 | AID 504411 | HEK293T DAGLB membrane lysate, EnzChek fluorogenic substrate | inhibition, % at 5.17 µM | hit rate 0.059% among 340,000; in the data active = inhibition above about 34%;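 note: 0% = enzyme with vehicle and 100% = wells lacking enzyme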
# * = called active by the depositor; · = not tested or not shown.
SMILES,PKA-R2B act,OPRM1-OPRD1 inv,V-ATPase pH,PKA-R1A act,HTR5A ag,HTR5A inv ctr,DSG3 Ab inh,Arrestin-AP2 inh,MOR-DOR ag,DAGLB inh
O=C(CN1C(=O)COc2ccccc21)NCCN1CCOCC1,-10,4,3,-10,4,9,106,1,-0.5,-3
CCOC(=O)C1CCCC12Nc1cccc3cccc(c13)N2 (configuration not stated),-9,-30,-3,-1,3,-11,95,-3,6.8,3
COCCOC(=O)c1c(NC(=O)CN2CCCc3ccccc32)sc(C(N)=O)c1C,-5,16,-1,-6,-3,-19,128,-14,-3.0,-5
COc1ccc(C2=NOC3(CC(=O)N(c4ccc(C)cc4)C3=O)C2)c(OC)c1 (configuration not stated),-10,-4,-4,-6,4,3,92,1,0.7,-6
Cn1nnnc1Sc1ncnc2scc(-c3ccccc3C(F)(F)F)c12,-2,19,-1,-10,10,-29,93,53,-3.3,1
CCS(=O)c1ccccc1C(=O)OCC(=O)Nc1cccc(S(=O)(=O)N2CCCCC2)c1 (configuration not stated),4,7,4,1,1,-11,104,3,-1.9,-5
O=C(CN1C2CCC1CC(NC(=O)C1CC1)C2)NCc1ccccc1 (configuration not stated),-5,9,-1,6,7,1,103,22,-1.5,1
COC(=O)CN1C(=O)[C@H]2[C@@H](c3ccc(C)o3)N3C(=O)CN(CCO)C(=O)[C@@]3(Cc3ccccc3)[C@H]2C1=O,3,8,-1,1,1,-16,100,·,-1.5,-3
Cc1ccc(-c2cc(C(F)F)n3ncc(C(=O)N4CCc5ccccc54)c3n2)cc1,-8,6,3,0,2,1,84,13,-1.3,-2
CSc1nc(-c2ccc(Cl)cc2)nn1S(=O)(=O)c1ccccc1,-7,10,-2,-13,1,-4,107,18,-1.7,-4
Cn1c(SCc2ccccc2F)nc2cccnc21,-1,-1,2,-10,-2,12,102,4,0.2,-1
COC(=O)CCn1c(C)cc(C(=O)COc2ccccc2C(N)=O)c1C,-6,0,-1,5,5,-14,110,8,0.0,-2
COc1cccc(CNC(=O)C(CC(C)C)NC(=O)c2ccccc2C)c1 (configuration not stated),0,13,-3,-1,1,-4,94,-20,-2.9,-1
O=C(CCCn1c(=S)[nH]c2ccccc2c1=O)NC1CCCC1,4,12,2,1,6,-13,101,1,-2.6,-1
COCCN1CCn2c(nc3cc(NC(=O)c4cccs4)ccc32)C1,-11,·,2,0,·,·,100,13,·,0
Cc1ccc(S(=O)(=O)N2CCOCC2)cc1NC(=O)COC(=O)COc1cccc2c1OC(C)(C)C2,-2,8,3,11,5,-13,100,-6,-1.3,-6
CC(C)CN(C(=O)COC(=O)c1cnccn1)c1c(N)n(Cc2ccccc2)c(=O)[nH]c1=O,-4,0,-2,1,-1,3,98,-5,0.0,2
Cc1cc(=O)oc2cc(OCc3ccc(C(=O)OCC(=O)N(C)C4CCS(=O)(=O)C4)cc3)ccc12 (configuration not stated),7,4,1,3,-5,14,104,8,-0.8,1
COc1ccc(C(=O)Nc2ccnn2C2CCN(Cc3ccncc3)CC2)cc1,0,2,5,-6,-5,4,·,14,-0.3,0
CC(=O)Nc1ccc(NC(=O)CN(c2cc(Cl)ccc2Cl)S(C)(=O)=O)cc1,-8,8,-2,-2,2,-6,97,-14,-1.6,0
O=C1CC(=O)Nc2cc(S(=O)(=O)Nc3ccc(Cl)c(C(F)(F)F)c3)ccc2N1,-2,8,2,4,4,-4,95,0,-1.5,1
COc1ccc(NC(=S)Nc2ccc(N(C)C(C)=O)cc2)cc1,-9,1,-1,-5,2,12,104,12,-0.3,-1
O=C(COc1ccccc1)NCC(=O)Nc1cccc(S(=O)(=O)NC2=NCCC2)c1,-1,-1,-2,-3,1,5,104,1,0.2,1
CCOC(=O)C1=C(CC)OC(N)=C(C#N)C1c1ccc(OC)cc1OC (configuration not stated),2,12,-5,2,9,-21,102,1,-2.6,0
Cc1ccc(NC(=S)N2CCN(c3ccccc3F)CC2)c(C)c1,-3,1,1,5,2,-23,112,17,-0.2,0

# Arranged by heavy-atom count (ascending): 7 of the compounds above
SMILES,PKA-R2B act,OPRM1-OPRD1 inv,V-ATPase pH,PKA-R1A act,HTR5A ag,HTR5A inv ctr,DSG3 Ab inh,Arrestin-AP2 inh,MOR-DOR ag,DAGLB inh
Cc1ccc(NC(=S)N2CCN(c3ccccc3F)CC2)c(C)c1,-3,1,1,5,2,-23,112,17,-0.2,0
CCOC(=O)C1=C(CC)OC(N)=C(C#N)C1c1ccc(OC)cc1OC (configuration not stated),2,12,-5,2,9,-21,102,1,-2.6,0
COc1ccc(C2=NOC3(CC(=O)N(c4ccc(C)cc4)C3=O)C2)c(OC)c1 (configuration not stated),-10,-4,-4,-6,4,3,92,1,0.7,-6
CCS(=O)c1ccccc1C(=O)OCC(=O)Nc1cccc(S(=O)(=O)N2CCCCC2)c1 (configuration not stated),4,7,4,1,1,-11,104,3,-1.9,-5
CC(C)CN(C(=O)COC(=O)c1cnccn1)c1c(N)n(Cc2ccccc2)c(=O)[nH]c1=O,-4,0,-2,1,-1,3,98,-5,0.0,2
Cc1ccc(S(=O)(=O)N2CCOCC2)cc1NC(=O)COC(=O)COc1cccc2c1OC(C)(C)C2,-2,8,3,11,5,-13,100,-6,-1.3,-6
COC(=O)CN1C(=O)[C@H]2[C@@H](c3ccc(C)o3)N3C(=O)CN(CCO)C(=O)[C@@]3(Cc3ccccc3)[C@H]2C1=O,3,8,-1,1,1,-16,100,·,-1.5,-3

# Given as labelled records: part of the list above.
CCS(=O)c1ccccc1C(=O)OCC(=O)Nc1cccc(S(=O)(=O)N2CCCCC2)c1 (configuration not stated)
  PKA-R2B act: 4
  OPRM1-OPRD1 inv: 7
  V-ATPase pH: 4
  PKA-R1A act: 1
  HTR5A ag: 1
  HTR5A inv ctr: -11
  DSG3 Ab inh: 104
  Arrestin-AP2 inh: 3
  MOR-DOR ag: -1.9
  DAGLB inh: -5

O=C(CN1C(=O)COc2ccccc21)NCCN1CCOCC1
  PKA-R2B act: -10
  OPRM1-OPRD1 inv: 4
  V-ATPase pH: 3
  PKA-R1A act: -10
  HTR5A ag: 4
  HTR5A inv ctr: 9
  DSG3 Ab inh: 106
  Arrestin-AP2 inh: 1
  MOR-DOR ag: -0.5
  DAGLB inh: -3

# Next section
SMILES,PKA-R2B act,OPRM1-OPRD1 inv,V-ATPase pH,PKA-R1A act,HTR5A ag,HTR5A inv ctr,DSG3 Ab inh,Arrestin-AP2 inh,MOR-DOR ag,DAGLB inh
N#Cc1ccccc1OCc1nnc(-c2ccccc2Br)o1,1,4,0,-1,4,-10,·,6,-0.6,-4
CCO[C@H]1OC(C(=O)N2CCN(Cc3ccccc3)CC2)=C[C@@H](C2CCCCC2)[C@@H]1CCCO,-6,-2,-1,7,9,-25,104,-3,0.3,-1
CCN1C(=O)[C@H]2[C@@H](c3ccc(C)cc3)N3C(=O)N(c4ccc(OC)cc4)C(=O)[C@@]3(Cc3ccccc3)[C@H]2C1=O,4,-11,-4,11,2,-4,88,7,1.8,-2
COc1ccc(NC(=O)c2ccc3c(c2)C(=O)N(Cc2ccncc2)C3=O)cc1S(N)(=O)=O,0,5,1,-2,-2,9,69*,-2,-0.9,2
O=c1[nH]c(=S)[nH]c2nccnc12,4,15,-2,2,-3,11,90,28,-2.8,-3
O=C(NCCn1cc(SCc2ccccc2)c2ccccc21)c1c(F)cccc1F,2,-9,-1,-4,2,-7,84,-6,1.6,-7
Cc1ccc(NC(=O)c2sc3ncn(CC(=O)N4CCN(c5ccccn5)CC4)c(=O)c3c2C)cc1Cl,-1,13,-3,3,7,16,102,14,-2.4,-9
CC1=C(C(=O)NC(C)C)C2(CCC(C)CC2)OC1=O (configuration not stated),5,9,-2,-6,3,-23,97,-7,-1.7,0
CCN(CC(=O)Nc1ccc(NC(C)=O)cc1)C(=O)c1cccc(S(=O)(=O)N2CCc3ccccc3C2)c1,0,17,0,4,4,-10,97,-5,-3.3,0
N#Cc1c(-c2ccc(Cl)cc2Cl)nc2n(c1=O)CCS2,-5,8,12,-11,6,-18,101,4,-1.4,3
O=C(CN(C(=O)Cn1nnc(-c2ccccc2F)n1)c1cccc2c1CCCC2)NCc1ccccc1,-17,17,-3,-6,3,8,99,25,-3.2,-13
O=C(NNc1cc(Cl)ccc1Cl)c1cccnc1Cl,-4,18,0,-11,0,0,95,1,-3.6,-2
COc1ccc(C2NC(=O)N(C)C(C)=C2[N+](=O)[O-])cc1 (configuration not stated),6,4,-4,-3,-6,20,118,42,-0.9,-3
CCOC(=O)c1c(C)[nH]c(C(=O)COC(=O)CN2C(=O)C3CCCCC3C2=O)c1C (configuration not stated),8,0,2,2,3,-8,96,9,0.0,-1
COc1ccc(C2C(C#N)=C(N)OC3=C2C(=O)CCC3)cc1Cn1nc(C)c([N+](=O)[O-])c1C (configuration not stated),-2,7,2,-8,8,-22,105,4,-1.3,1
CN(C)S(=O)(=O)c1ccc(C(=O)OCC2CCCO2)cc1 (configuration not stated),-10,8,-3,2,3,-11,104,3,-1.6,1
Cc1ccnc(NC(=O)CCCNC(=O)c2ccc(Cl)cc2)c1,-7,10,-6,-6,-2,-6,91,-5,-1.9,5
CCn1c(SCC(=O)N2CCCCC2C)nnc1-c1ccco1 (configuration not stated),-6,19,5,-14,2,-7,87,-6,-3.5,1
COc1ccc(CNC(=O)c2ccc(CS(=O)(=O)c3ccc(C)cc3)o2)cc1,-7,-2,-1,6,-4,5,99,-14,0.4,4
O=C(OCc1cccs1)c1ccccc1NS(=O)(=O)c1ccc2c(c1)OCCO2,-8,0,-2,-7,0,15,102,3,-0.1,-6
CCCc1cc(-c2n[nH]c(=S)n2CC)cs1,-1,16,-2,-4,0,0,99,12,-3.0,0
O=C(CCCN1C(=O)c2ccccc2C1=O)Nc1ccccc1,8,9,-3,-1,0,10,118,-5,-1.7,-2
Cc1nnc(SCc2cc(=O)[nH]c(=S)[nH]2)s1,-9,12,6,1,1,-4,96,19,-2.2,1
COc1ccc(C(CC(=O)N2CCCCC2)C(C)C)cc1 (configuration not stated),2,8,3,5,2,-5,·,4,-1.6,-2
Cc1nc(-c2cccnc2)sc1C(N)=O,0,3,-3,2,-4,9,102,23,-0.7,0
Cc1ccc(-n2c(-c3ccc(Br)cc3)c[n+]3c2CCc2ccc4cccnc4c2-3)cc1,1,-14,9,-3,7,-17,106,9,2.6,5
O=C(NNC(=O)c1cccc(Br)c1)Nc1ccc(Cl)cc1,-2,-5,-2,-9,0,-8,99,50,1.0,-4
C=CCCC1CN(Cc2ccco2)S(=O)(=O)c2c(F)cccc2O1 (configuration not stated),-10,15,-1,3,-1,4,99,31,-3.2,-2
CC(C)n1c(CN2CCN(Cc3ccccc3)CC2)nc2ccccc21,6,-7,1,6,3,-9,·,3,1.5,-1
CCCn1c(CCc2ccccc2)n[nH]c1=S,7,10,2,3,4,5,109,-7,-2.1,2
